Screening results as filed in PubChem BioAssay.
M1 antag – antagonists of rat M1 muscarinic receptor. Muscarinic acetylcholine receptor M1 (Rattus norvegicus), P08482. CHO-M1 cells, Fluo-4 calcium, ACh EC80 antagonist mode; active compounds read low. B-score at 10 µM. 64,000 compounds, 3.4% hits;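 active = calcium fluorescence response, raw or row-and-column corrected B-score, differing from the plate sample mean either way at a set confidence level, mostly lower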
Target sequence (P08482 whole entry, looked up): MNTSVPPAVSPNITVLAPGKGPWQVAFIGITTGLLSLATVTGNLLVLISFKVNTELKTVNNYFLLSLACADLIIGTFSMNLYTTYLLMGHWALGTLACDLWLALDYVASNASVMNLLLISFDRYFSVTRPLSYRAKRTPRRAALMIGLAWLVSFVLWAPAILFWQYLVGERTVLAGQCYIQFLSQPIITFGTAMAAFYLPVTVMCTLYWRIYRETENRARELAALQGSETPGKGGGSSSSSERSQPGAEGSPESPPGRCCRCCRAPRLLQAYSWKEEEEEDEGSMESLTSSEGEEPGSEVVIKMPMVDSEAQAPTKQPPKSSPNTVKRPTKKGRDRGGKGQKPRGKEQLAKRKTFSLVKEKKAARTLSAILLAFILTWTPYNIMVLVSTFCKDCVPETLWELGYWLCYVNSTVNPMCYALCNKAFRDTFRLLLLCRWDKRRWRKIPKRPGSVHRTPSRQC
M1 ag – M1 muscarinic receptor agonists, primary screen, CHO-M1 cells, Fluo-4 calcium, agonist mode; Muscarinic acetylcholine receptor M1; Fluo-4 calcium fluorescence; active compounds read high; B-score at 10 µM; 64,000 compounds, 3% hits; AID 626, 2007;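 active = fluorescence rise, raw or as B-score row- and column-corrected plate score, outside the 99.7% band of its plate's samples, either direction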
5HT1E antag – 5-HT1E receptor antagonists, primary screen, cell-based, HTS; 5-hydroxytryptamine receptor 1E (Homo sapiens), P28566; CHO 5-HT1E Ga15 NFAT-bla reporter, FRET, antagonist; inhibition, % at 6 µM; 65,000 compounds, 0.99% hits; AID 571, 2007;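 active = inhibition above a set limit, the mean inhibition across every tested compound plus 3 SD, cut at about 29% in these data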;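 also: signal is the 460 over 535 nm emission ratio of beta-lactamase substrate; 0% = agonist plus DMSO wells and 100% = wells without agonist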
5HT1a ag – human 5-HT1a receptor agonists, primary screen, cell-based, CHO, Ga15 NFAT-bla reporter; 5-hydroxytryptamine receptor 1A (Homo sapiens), P08908; CHO 5-HT1a Ga15 NFAT-bla reporter, FRET ratio; 0% basal, 100% maximal reference agonist; activation, % at 10 µM; 65,000 compounds, 0.56% hits; AID 567, 2006;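 active = activation above the screen-wide mean activation plus 3 SD, cut at about 19% in these data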;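 also: 0% = DMSO wells and 100% = 5-CT at EC100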
5-HT1A blocker – human 5-HT1a receptor antagonists, primary screen, cell-based, CHO, Ga15 NFAT-bla reporter; CHO 5-HT1a Ga15 NFAT-bla reporter, antagonist mode; 62,000 compounds, 0.68% hits; 5-hydroxytryptamine receptor 1A (Homo sapiens), P08908; inhibition, % at 10 µM;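 active = inhibition above the mean of all tested compounds plus 3 SD, cut at about 43% in these data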;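 also: receptor stimulated by 5-CT agonist at 100 nM near EC80; beta-lactamase reporter measured by ratiometric fluorescence of a cleavable substrate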
Jurkat tox 60K – cytotoxicity toward Jurkat T cells, primary screen, cytotoxicity control, cell-based, Jurkat E6.1, 60K MLSMR library; 56,000 compounds, 1.2% hits; inhibition, % at 4 µM; Jurkat E6.1 viability, ATP luminescence, 48 h;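 active = inhibition above the mean inhibition of all tested compounds plus 3 SD, cut at about 28% in these data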
S1P3 agonist – human S1P3 receptor agonists, primary screen, cell-based, primary and confirmation, NFAT-BLA reporter | Sphingosine 1-phosphate receptor 3 (Homo sapiens), Q99500 | S1P3 NFAT-BLA reporter cells, agonism, FRET ratio; relative to 1 µM S1P, basal subtracted | activation, % at 4.5 µM | 60,000 compounds, 0.1% hits | AID 373, 2006;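 active = activation above the screen-wide mean plus 3 SD, cut at about 4.5% in these data, passing the limit was not always enough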; also: some compounds called inactive have numbers as strong as hits
Target sequence (Q99500 whole entry, looked up): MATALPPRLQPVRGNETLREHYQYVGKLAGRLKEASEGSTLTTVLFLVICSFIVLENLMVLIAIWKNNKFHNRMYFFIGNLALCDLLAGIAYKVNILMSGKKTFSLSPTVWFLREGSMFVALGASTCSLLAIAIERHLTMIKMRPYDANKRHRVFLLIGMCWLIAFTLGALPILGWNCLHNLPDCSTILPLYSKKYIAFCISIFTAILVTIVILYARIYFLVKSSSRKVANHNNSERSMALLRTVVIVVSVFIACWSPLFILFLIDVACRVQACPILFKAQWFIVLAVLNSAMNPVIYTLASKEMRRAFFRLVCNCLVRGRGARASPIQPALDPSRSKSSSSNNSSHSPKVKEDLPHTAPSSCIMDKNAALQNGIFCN
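Measure – % activation relative to 1 µM S1P (100%), per plate · System – stable CHO line with human S1P3, Gα16, NFAT-BLA reporter · Timing – cells plated overnight, compound 4 h 37 °C, substrate 2 h RT · Technique – fluorescent BLA substrate, ex 405 nm, em 460/535 nm ratio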
S1P1 ag pot – S1P1 agonists and agonism potentiators, primary screen, cell-based, primary and confirmation screens, CRE-bla reporter. AID 449, 2006. S1P1 CRE-bla cells, forskolin, beta-lactamase FRET, potentiator mode; S1P1 agonist co-added at EC20, 2 nM; 100% = saturating reference agonist, 0% = basal. activation, % at 9.5 µM. Sphingosine 1-phosphate receptor 1 (Homo sapiens), P21453. 56,000 compounds, 0.57% hits;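 active = activation above a cutoff set at the mean activation of all tested compounds plus 3 SD, cut at about 54% in these data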;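 also: forskolin at 4 µM as EC80 and the EC20 agonist is SEW2871; 100% = SEW2871 at its EC100 plus forskolin at EC80; some compounds past the cut are filed as inactive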
HTR1E agonist – 5-HT1E receptor agonists, primary screen, cell-based, HTS. 65,000 compounds, 0.69% hits. 5-hydroxytryptamine receptor 1E (Homo sapiens), P28566. CHO 5-HT1E Ga15 NFAT-bla reporter, FRET; 0% DMSO wells, 100% control agonist wells. activation, % at 6 µM. AID 574, 2007;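 active = activation above a set limit, the screen-wide mean activation plus 3 SD, cut at about 8.5% in these data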;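 also: 100% = positive control agonist at 1 µM giving full maximal response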
Numbers without * were called inactive; x = not tested or not shown.

SMILES	M1 antag	M1 ag	5HT1E antag	5HT1a ag	5-HT1A blocker	Jurkat tox 60K	S1P3 agonist	S1P1 ag pot	HTR1E agonist
O=C(CN1C(=O)C2CC=CCC2C1=O)Nc1ccc(S(=O)(=O)NC2=NCCCCC2)cc1 (configuration not stated)	0.11	-0.094	-6	0.9	-6	-6	0.1	-3	-0.9
CCCCOc1ccc(C2C3CN(C(=O)OCC)CC=C3C(C#N)=C(N)C2(C#N)C#N)cc1OC (configuration not stated)	0.044	-0.63	-6	46*	-5	5	0.4	-21	1.6
Cc1noc(C)c1C(=O)N1CCc2ccccc2C1	0.21	1.5	-4	-1.2	14	-8	-0.7	-15	0.1
Cc1nn(Cc2ccccc2Cl)c2sc(C(=O)NCCCn3ccnc3)cc12	-7.9*	-1.3	9	-0.8	0	3	-0.7	-21	0.1
CCn1c(SCC(=O)c2cc(OC)ccc2OC)nnc1C1CC1	0.15	-0.78	-7	-2.5	8	-1	-0.4	-6	1.0
COC(=O)c1cc(Br)c(=O)n(CCN2CCCCC2)c1	0.7	-0.45	4	2.0	17	1	-1.3	5	0.6
O=C(NC1CCCCC1)C1c2ccccc2C(=O)N1Cc1ccco1 (configuration not stated)	-0.56	-0.13	-6	-1.2	13	-2	0.1	10	0.9
O=C(Cn1c(=O)n(CCC(=O)N2CCc3ccccc3C2)c(=O)c2ccccc21)NCC1CCCO1 (configuration not stated)	x	x	-1	-2.9	2	0	-0.4	-15	-0.2
O=C(c1cccc(OC(F)F)c1)N1CCN(c2ncccn2)CC1	0.87	0.0057	0	-0.5	-10	-1	0.4	-5	0.6
O=C(Nc1ccc(N2CCOCC2)cc1)NC1CCCCC1	1	-0.11	-4	-0.1	-3	-1	-0.5	x	-0.6
Cc1nc2sc(C(c3ccc(F)cc3)N3CCOCC3)c(O)n2n1 (configuration not stated)	-0.24	-0.18	-14	0.0	-15	-8	0.9	1	0.0
Cc1ccc(C)c(C(=O)N(Cc2nc(-c3ccc(Cl)cc3)no2)C(C)C)c1	-0.0091	1.4	1	-0.6	13	1	-0.7	3	0.7
COc1ccc2[nH]c(C)c(C(=O)CN3CCOCC3)c2c1	-0.18	0.54	-9	-1.6	x	x	-0.8	8	0.3
CC(Sc1nnnn1-c1ccccc1)C(=O)Nc1ccc(Cl)cn1 (configuration not stated)	-0.19	0.16	0	-2.9	10	-2	-0.7	-5	-0.1
Cn1c(Cn2c(=O)sc3ccccc32)nnc1SCC(=O)N1CCc2ccccc21	0.1	-0.42	-14	-1.1	-15	-8	0.2	-10	0.5
Brc1cccc(-c2nnc3n2CCC3)c1	-0.088	0.066	-3	-1.8	0	x	x	x	-0.6
Cc1ccc(-n2ncc3c(=O)[nH]c(SC(C)C)nc32)cc1	0.055	-1.2	27	1.6	-5	4	-0.8	-35	0.6
CCn1c(COc2ccc3c(c2)CCCC3)nnc1SCC(=O)Nc1nccs1	0.77	0	6	-1.6	-10	15	-0.5	x	0.1
Cc1nn(C)cc1CN(C)C(=O)c1nn2c(c1Cl)NC(c1cccs1)CC2C(F)(F)F (configuration not stated)	0.76	-0.51	-10	-1.8	-9	12	-0.9	-3	1.7
CCOC(=O)CSc1nnc(Cc2cc(=O)[nH]c(=O)[nH]2)n1-c1ccc(Cl)cc1	0.0054	-0.051	4	-0.6	-10	-6	-0.8	-24	0.8
O=S(=O)(Nc1ccc(-c2nc3ccccc3o2)cc1)c1ccccc1	-0.76	-0.4	7	-1.7	27	5	-1.0	0	-1.3
COc1ccc(S(=O)(=O)n2cnc3cc(C)c(C)cc32)cc1	0.55	-0.5	1	0.6	-5	22	-0.7	32	-1.1
O=C(NCCCc1ccccc1)c1ccncc1	0.32	-0.028	-5	-5.7	5	4	-1.3	-6	-0.4
Cc1onc(-c2ccccc2Cl)c1C(=O)Nc1ccc2c(c1)OCO2	0.43	0.15	9	-4.0	7	7	-1.3	-5	-0.2
O=C(O)C1C2C=CC(C2)C1C(=O)NC1CCN(Cc2ccccc2)CC1 (configuration not stated)	-0.08	-0.015	2	0.0	-15	-1	-0.2	-10	-1.1
O=C(Nc1ccc(N2CCN(C(=O)c3ccco3)CC2)c(Cl)c1)c1cccs1	-0.68	0.35	-3	-1.5	33	4	-0.6	x	0.2
O=C(CN1C(=O)c2ccccc2C1=O)OCC(=O)N1CCc2ccccc2C1	-0.57	0.68	-1	-3.3	-4	-3	-0.2	16	0.1
CCCCc1nc(SCC(=O)Nc2cc(C)on2)n[nH]1	0.86	0.062	-3	-5.4	-9	-2	-1.4	-13	0.5
O=C(Nc1ccccc1C(=O)N1CCCCC1)c1cccc(S(=O)(=O)N2CCOCC2)c1	-0.16	0.69	-5	-2.9	-7	1	1.1	-26	0.1
CC(C)c1nnc(NC(=O)C2CCCN2S(=O)(=O)c2ccc(Cl)cc2)s1 (configuration not stated)	0.57	-0.31	5	-1.4	-9	1	-1.0	6	-0.2
CCOC(=O)N1CCN(C(=O)c2oc3ccc(S(=O)(=O)N4CC(C)CC(C)C4)cc3c2C)CC1 (configuration not stated)	-0.99	-0.61	0	3.7	8	x	x	x	1.8
O=C(CSc1nnc2ccccn12)NCc1cccs1	0.39	0.48	-10	-0.2	-12	-4	0.3	0	-0.7
COc1ccc(CC(NC(C)=O)C(=O)NC2CCN(C(=O)NCc3ccccc3)CC2)cc1 (configuration not stated)	0.96	0.00025	-3	0.1	-5	1	0.1	-2	-0.3
O=C(CN1CCCCC1)Nc1cccc(Cl)c1Cl	-0.53	1.1	0	0.6	-13	-4	-0.8	x	0.2
CN1C(=O)CSc2ccc(NC(=O)NCc3ccco3)cc21	-0.66	-0.066	-1	-1.1	11	x	x	x	-0.2
Cc1sc2nc(C(C)C)nc(SCC(=O)N3CCN(C(=O)c4ccco4)CC3)c2c1C	-1.5	0.59	11	1.1	-4	4	-1.0	24	-0.5
Clc1ccc(-n2ncc3c(NCc4ccc5c(c4)OCO5)ncnc32)cc1	0.39	-0.39	0	4.4	-20	0	-1.3	x	1.1
CCOC(=O)CSc1nc2c(c(=O)n1-c1ccc(OC)cc1)SCC2	-0.51	0.46	0	-2.2	-16	0	-0.3	-20	0.5
CCNC(=O)c1ccc2c(c1)S(=O)(=O)c1ccccc1C2=O	-0.14	0.061	16	-0.5	4	9	0.2	-26	0.1
c1ccc(-n2ncc3c2ncn2nc(-c4ccco4)nc32)cc1	-0.19	-0.89	-13	0.3	-12	0	-0.7	8	-0.2
CC1Cc2cc(/C(O)=C3/C(=O)C(=O)N(CCCN(C)C)C3c3ccncc3)ccc2O1 (configuration not stated)	0.22	-1.6	-5	-0.3	3	-8	-0.2	17	0.6
CCOC(=O)CSc1nnc(CNC(=O)c2cc(OCC)c(OCC)c(OCC)c2)n1C	-0.71	0.59	6	-1.7	-2	-6	-0.5	-20	-1.3
COC(=O)C1=C(C)N=C2SC(C)C(=O)N2C1c1cccc(F)c1 (configuration not stated)	-0.056	-0.013	18	1.2	x	x	-2.9	-22	-0.5
COc1ccc(C2=CC(c3ccc(F)cc3)n3nnnc3N2)cc1 (configuration not stated)	0.22	0.53	0	-2.5	-1	-12	-0.5	-33	0.4
COc1ccccc1N1CCN(CC(O)COc2c(OC)cccc2OC)CC1 (configuration not stated)	0.0025	1.1	-4	-3.3	95*	8	-1.9	-28	2.9
Cc1cccc(-n2c(Cc3cc(=O)[nH]c(=O)[nH]3)nnc2SC(C)C)c1	0.00056	-0.29	0	-1.8	2	-2	-0.5	-7	0.5
CC(C)CCN1C(=O)c2ccc(C(=O)OCn3nnc4ccccc4c3=O)cc2C1=O	0.46	0.74	-4	0.9	-2	-5	0.3	-1	-0.2
O=S(=O)(c1ccc(Cl)cc1)N1CCC(N2CCCCCC2)CC1	-4.6*	0.52	0	-1.9	x	x	-3.8	11	0.1
CCc1ccc(NC(=O)c2cnc3scc(C)n3c2=O)cc1	-0.63	-1.6	-8	-2.4	1	4	-1.4	15	0.7
COc1ccc2c(c1)N1CCN=C1N2C	0.05	-0.093	-9	-4.8	1	0	-1.2	-3	0.5
O=C(CSc1ccc2nnc(-c3ccc(Cl)cc3)n2n1)N1CCCC1	-0.38	1	-6	-0.2	-15	4	-0.5	-17	1.5
COc1ccc(OC)c(N(CC(=O)Nc2ccc3c(c2)OCCO3)S(C)(=O)=O)c1	-0.28	-1.7	-46	1.7	-4	-8	-0.4	x	0.5
CCN(CC)C(=O)COc1cccc2ccccc12	-0.054	-0.44	-3	-1.3	6	-3	0.2	-25	0.2
CCOC(=O)C1CCN(S(=O)(=O)c2c(C)[nH]c(=O)[nH]c2=O)CC1	-0.24	0.3	3	-4.1	0	3	-0.4	-33	0.5
Brc1c(CSc2nncn2-c2ccccc2)nc2sccn12	0.053	-0.0099	-9	-3.8	-1	x	x	x	0.3
CCOC(=O)NCc1ccc(CNC(=O)OCC)cc1	-0.16	-0.18	-4	-0.1	-3	3	-0.7	x	-0.2
COc1ccc(Cn2c(N)c(C#N)c3nc4ccccc4nc32)cc1OC	0.23	-0.94	11	9.8	x	x	1.6	-75	1.2
Cc1cccc(OCCOC(=O)C2CCN(S(=O)(=O)c3cccs3)CC2)c1	0.15	-0.11	1	-0.7	11	-3	-0.1	7	-1.1
CN=C1SC(CC(=O)Nc2cc(Cl)ccc2Cl)C(=O)N1C (configuration not stated)	-0.023	-0.87	0	-2.1	-3	-6	-0.2	x	0.2
Cc1ccnc(Nc2nc3ccccc3o2)n1	0.49	0.36	-3	0.1	-16	14	-0.9	-4	1.6
Following part:
SMILES	M1 antag	M1 ag	5HT1E antag	5HT1a ag	5-HT1A blocker	Jurkat tox 60K	S1P3 agonist	S1P1 ag pot	HTR1E agonist
O=C(O)CCCc1nc2ccccc2s1	0.18	-0.88	-9	-0.7	-3	-6	-0.2	-14	0.7
COC(=O)c1cccc(OCC(O)Cn2cnc3cc(C)c(C)cc32)c1 (configuration not stated)	-1.2	0.99	-5	-0.1	-6	x	x	x	0.9
CCCCSc1nnc(-c2cc(Br)ccc2N)c(=O)[nH]1	-0.15	0	12	-1.4	4	0	-0.5	31	0.7
Clc1ccc2c(c1)c1ccccc1n2CN1CCOCC1	-0.27	0.62	-9	0.9	14	-2	-1.4	22	0.3
O=C(O)CCC(=O)Nc1nc(-c2ccccc2)cs1	-0.55	0.26	-1	-2.7	4	-4	0.6	2	0.9
